AddAB inh: less growth of phage-infected E. coli with AddAB; E. coli expressing H. pylori AddAB, absorbance growth; inhibition, % at 11.9 µM; hit rate 0.29% among 330,000; AID 435030; in the data active means inhibition above about 12%;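 further: 0% = vehicle wells of infected cells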
MITF TRPM1 HTS: activators of MITF-driven TRPM1 promoter activity in SK-MEL-5 cells. AID 588334. activation, % at 12.5 µM. hit rate 0.75% among 300,000. SK-MEL-5 TRPM1-promoter luciferase, 24 h; % of positive control, neutral wells = 0;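 active means mean activation of at least 80% with every replicate also reaching 80%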;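 further: 0% = neutral control wells and 100% = parthenolide positive control wells; values of inactives mirror those of a sister screen read the other way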
CAL PDZ FP-1: blocks peptide binding to human CAL PDZ domain. AID 504414. Q9HD26. inhibition, % at 20 µM. hit rate 0.02% among 330,000. purified CAL PDZ, TMR-peptide fluorescence polarization, 1 h;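 active means highest replicate inhibition of at least 40%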;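 further: plate controls were DMSO neutral control wells for no effect and unlabeled competitor peptide control wells for full effect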
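Read-out basis: mP drop reported as inhibition | Assay system: Tagged CAL PDZ protein CerCALP, purified | Benchmarks: Unlabelled peptide for full inhibition, DMSO wells as neutral | Schedule: 1 h incubation at room temperature before polarization reading | Buffer or medium: Sodium phosphate/NaCl buffer pH 7.4 with TCEP, IgG, Thesit | Doses: Single point, 20 µM | Measured by: Fluorescence polarization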
Tat transport: inhibitors of E. coli Tat protein transport; inhibition, % at 10 µM; hit rate 0.036% among 340,000; E. coli MC4100 TorA-mCherry Tat export, fluorescence;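 active means mean replicate inhibition at least 50% and at least half of replicates individually reaching 50%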;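 further: exported cargo escapes ClpAP degradation while cytoplasmic cargo is degraded and loses fluorescence; 0% = median of neutral control wells and 100% = median of NaSCN control wells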
CAL PDZ FP-2: inhibitors of human CAL PDZ peptide binding; Q9HD26; purified CAL PDZ, TMR-peptide fluorescence polarization, 1 h; inhibition, % at 24.9 µM; hit rate 0.92% among 300,000; AID 602252;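 active means mean inhibition of at least 30% with at least half of replicates also reaching 30%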;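 further: 0% = DMSO neutral control and 100% = excess unlabeled competitor peptide PRC23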
phage Ecoli inh: E. coli growth loss with phage present; growth absorbance; inhibition, % at 11.9 µM; hit rate 0.26% among 360,000; AID 651602; in the data active means inhibition above about 11%
E coli growth: counter-screen for AddAB inhibitors: E. coli growth inhibition; hit rate 0.27% among 330,000; inhibition, % at 11.9 µM; AID 449728; E. coli V3065 growth, OD600 absorbance, 18 h;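 active means inhibition above the campaign's mean inhibition across all tested compounds plus 3 SD, cut at about 9.9% in these data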;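 further: uninfected addAB+ strain grown without phage in ampicillin broth; 0% = DMSO wells and 100% = ciprofloxacin 0.95 µg/ml wells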
SR-BI DiI inh: mouse SR-BI HDL lipid transfer inhibition; hit rate 0.96% among 320,000; AID 488896; inhibition, % at 12.5 µM; ldlA[mSR-BI] CHO cells, DiI-HDL uptake fluorescence, 3 h;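 active means mean replicate inhibition of at least 70% and a set share of replicates each scoring 70 or more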;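 further: 0% = median of neutral control wells and 100% = median of positive control wells; values of inactives mirror those of a sister screen read the other way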
Target sequence (Q61009 whole entry, looked up): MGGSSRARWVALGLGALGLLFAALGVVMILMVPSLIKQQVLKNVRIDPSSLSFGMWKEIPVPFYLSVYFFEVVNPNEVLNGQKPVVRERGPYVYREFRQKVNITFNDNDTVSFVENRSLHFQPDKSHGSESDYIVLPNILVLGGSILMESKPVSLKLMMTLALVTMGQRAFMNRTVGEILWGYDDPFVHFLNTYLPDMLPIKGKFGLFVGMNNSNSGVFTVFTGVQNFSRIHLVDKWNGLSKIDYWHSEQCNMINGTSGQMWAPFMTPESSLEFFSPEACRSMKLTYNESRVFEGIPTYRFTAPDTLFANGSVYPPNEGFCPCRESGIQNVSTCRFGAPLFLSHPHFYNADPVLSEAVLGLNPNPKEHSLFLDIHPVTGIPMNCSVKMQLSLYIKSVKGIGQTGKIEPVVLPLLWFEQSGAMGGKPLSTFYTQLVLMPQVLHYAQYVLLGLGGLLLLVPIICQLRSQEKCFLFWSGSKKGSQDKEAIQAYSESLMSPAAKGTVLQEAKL
SR-BI DiI-HDL act: SR-BI HDL lipid transfer activation; CHO ldlA[mSR-BI] cells, DiI-HDL uptake fluorescence, 3 h; 100 = double the neutral-control signal; activation, % at 12.5 µM; hit rate 0.096% among 320,000; AID 504775;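 active means mean replicate activation of at least 60% and every replicate at or above 60%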;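 further: 0% = median plate neutral-control signal and 100% = twice that signal; values of inactives mirror those of a sister screen read the other way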
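Assay system: LDL receptor-deficient CHO ldlA cells overexpressing murine SR-BI / Medium: BSA-supplemented, HEPES-buffered Ham's F12, pH 7.4 / Probe or stimulus: DiI-labelled HDL at 10 µg/mL final / Timing: compound with DiI-HDL co-incubation, 3 h at 37 °C / Technique: bottom-read cell fluorescence after medium removal, ex 550/em 595 nm / Measure: HDL uptake via cellular fluorescence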
Wnt act: activators of Wnt/beta-catenin signaling; Wnt/beta-catenin reporter cell assay, activator, plate reader; activation, % at 9.35 µM; hit rate 1.2% among 300,000; in the data active means activation above about 30%, passing the limit was not always enough;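 further: 0% = neutral control wells and 100% = positive control wells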
* = called active by the depositor; x = not tested or not shown.

Molecule	phage Ecoli inh	CAL PDZ FP-2	Wnt act	Tat transport	CAL PDZ FP-1	AddAB inh	E coli growth	SR-BI DiI-HDL act	SR-BI DiI inh	MITF TRPM1 HTS
COc1cccc2cc(C(=O)CS(=O)(=O)c3ccc(Cl)cc3)c(=O)oc12	-0.6	0	-1	2	-2.8	2.4	-0.1	12	-12	-4
COC(=O)C(NS(=O)(=O)c1ccccc1Br)C(C)C (centres undefined)	1.4	-2	-1	-6	0.4	4.8	2.4	23	-23	2
Cc1cccc(-n2nnnc2SCC(=O)NC2CCCC2)c1	2.9	8	-3	-16	-0.9	-1.0	-4.1	3	-3	-10
O=C(Nc1ccc2ccccc2c1)c1ccc(NS(=O)(=O)c2ccc(Br)s2)cc1	2.8	-8	x	8	-3.9	0.6	-0.9	-33	33	21
CCn1cc(CN2CCC(C(=O)Nc3cccc(-c4cccc(OC)c4)c3)CC2)cn1	3.7	-2	-2	3	-1.3	-1.5	-0.7	13	-13	3
CCN1C(=O)CSc2ccc(C(=O)NC3CCCCC3)cc21	1.2	2	x	0	-0.1	-0.1	0.1	-38	38	8
O=C(Nc1ccnn1C1CCN(Cc2ccccc2OC(F)F)CC1)c1cccc(F)c1	-2.4	-1	-2	-1	-3.2	1.5	-1.9	-13	13	13
CC(OC(=O)c1cc(Br)ccc1O)C(=O)NC1(C#N)CCCCC1 (centres undefined)	6.5	1	-4	-1	-1.9	1.5	-0.5	-12	12	2
O=C(CNS(=O)(=O)c1ccccc1)NCC(=O)OCc1ccc(Cl)cc1	2.9	-2	-4	-2	-0.3	0.8	-0.2	x	x	0
CN(C)CCCOC(=O)Cc1ccc(Cl)cc1	2.2	0	x	-9	-1.4	0.4	2.4	8	-8	-13
O=C(NC1CCCC1)C(c1ccncc1)N(C(=O)Cc1cccs1)c1ccccc1 (centres undefined)	3.2	-2	2	-5	-1.6	2.2	-2.3	7	-7	77
CSc1nnc(C)c(=O)n1COC(=O)COc1ccc(Cl)cc1Cl	4.3	-3	0	-1	-1.1	-0.9	2.5	x	x	-6
Cc1ccc(NC(=O)CN(C)C(=O)c2cc3ccccc3o2)cc1	3.6	3	-1	-5	-1.2	-0.3	-2.0	11	-11	-1
COC(=O)C(C(=O)OC)C(C[N+](=O)[O-])c1ccc(O)c(OC)c1 (centres undefined)	3.0	2	x	4	-0.2	1.2	3.0	-2	2	-10
CN(C)c1ccc(C2Nc3ccccc3C(=O)N2NS(=O)(=O)c2ccccc2)cc1 (centres undefined)	6.0	5	-1	-2	0.3	5.8	-2.1	-14	14	19
COC(=O)C1=C(C)N(CCCC(=O)O)C(=O)NC1c1cccs1 (centres undefined)	2.2	1	-2	-6	-0.1	5.2	-0.3	5	-5	3
COc1ccccc1C(=O)N/C(=C/c1ccc(Br)cc1)C(=O)NCC(=O)O	1.4	-2	-2	1	-4.1	2.7	-0.7	9	-9	-13
CCOC(=O)C(Cc1ccccc1)NC(=O)CCc1c(C)nc2ncnn2c1C (centres undefined)	3.0	-3	0	-2	-0.5	3.1	-2.9	x	x	x
O=C(c1ccco1)N1CCN(C(c2ccccc2)c2nnnn2C2CCCC2)CC1 (centres undefined)	3.0	-4	-1	4	-0.4	0.2	-1.2	-1	1	-1
Cc1ccc(-n2nnnc2-c2cnc(N3CCCC3)nc2C(F)(F)F)cc1	3.0	-5	-4	24	-1.0	-0.3	-2.4	-8	8	-16
Cc1ccccc1OC(=O)Cn1c(C(F)(F)F)nc2ccccc21	-0.7	x	x	0	-1.3	0.5	-0.6	31	-31	3
O=C(c1cc2cc(Br)ccc2o1)N1CCCC1	6.5	-3	7	2	-3.0	2.4	-2.9	4	-2	16
S=C1NCN(Cc2cccnc2)CN1c1cccc2ccccc12	1.9	x	2	x	x	1.9	2.5	x	x	x
C[C@H](CO)N1C[C@H](C)[C@H](CN(C)S(=O)(=O)c2ccccc2)Oc2ccc(NC(=O)NC3CCCCC3)cc2CC1=O	1.4	-2	-4	9	0.0	0.6	0.3	8	-8	-2
Cn1c(=O)c(NC2CCCCC2)c2c3c(cccc31)C(=O)c1ccccc1-2	1.5	5	-8	3	0.3	x	x	-50	50	-3

Pulled one by one from the list above, two records:
Molecule	phage Ecoli inh	CAL PDZ FP-2	Wnt act	Tat transport	CAL PDZ FP-1	AddAB inh	E coli growth	SR-BI DiI-HDL act	SR-BI DiI inh	MITF TRPM1 HTS
CC(OC(=O)c1cc(Br)ccc1O)C(=O)NC1(C#N)CCCCC1 (centres undefined)	6.5	1	-4	-1	-1.9	1.5	-0.5	-12	12	2
COC(=O)C(NS(=O)(=O)c1ccccc1Br)C(C)C (centres undefined)	1.4	-2	-1	-6	0.4	4.8	2.4	23	-23	2

Remaining list, next part.
Molecule	phage Ecoli inh	CAL PDZ FP-2	Wnt act	Tat transport	CAL PDZ FP-1	AddAB inh	E coli growth	SR-BI DiI-HDL act	SR-BI DiI inh	MITF TRPM1 HTS
NC(=O)CSc1nnc(NC(=O)c2ccc(S(=O)(=O)N3CCCCC3)cc2)s1	2.1	-3	-1	-1	-2.0	3.4	2.9	10	-10	9
O=C(C1=C[C@H](C2CCCCC2)C[C@H](OCCCCO)O1)N1CCN(Cc2ccc3c(c2)OCO3)CC1	x	-2	x	5	0.2	3.4	-0.2	-3	3	2
CCCOc1ccc(/C=c2\sc3ncnn3c2=O)cc1	2.3	x	-2	-5	-0.4	-2.1	-0.3	9	-9	1
COc1cccc(/C=C2\C(=O)N(c3cccc(C)c3)C(=O)c3ccccc32)c1	3.8	0	-4	-8	-0.2	5.9	3.0	-10	10	-14
CCS(=O)(=O)N1CCC(C(=O)Nc2cccc(F)c2)CC1	3.3	30	-2	-1	-2.4	-2.0	0.5	-1	1	x
Cc1ccc(S(=O)(=O)c2nc(S(C)(=O)=O)sc2N2CCCC2)cc1	0.7	x	-2	3	0.3	2.6	0.2	18	-18	-1
COc1ccccc1-c1cc(N)n(S(=O)(=O)c2cccc3nsnc23)n1	1.5	-2	4	0	-1.3	1.2	0.4	-3	3	-6
CSc1nnc(CNS(=O)(=O)c2ccc(Cl)cc2)n1C	3.3	6	-2	0	0.2	0.2	2.4	42	-42	-11
NS(=O)(=O)c1ccc(CCNC(=O)c2ccc(Cl)c(S(=O)(=O)N3CCCCCC3)c2)cc1	0.5	-16	-8	-6	-0.2	x	x	-33	33	-34
CN(C)CCCN(C(=O)c1ccc(S(=O)(=O)N2CCCCCC2)cc1)c1nc2ccc(Br)cc2s1	0.7	-2	1	10	-1.7	-0.8	1.5	-35	35	-92
O=C(CSc1nnc2ccccn12)c1ccc2c(c1)OCCO2	1.5	-1	16	9	-0.4	5.3	-0.4	7	-7	25
Cc1ccnc(NC(=S)NC(=O)/C=C/c2ccco2)c1	2.2	-4	x	12	x	4.3	0.3	16	-16	46
N/C(Cc1ccc(Cl)cc1)=N\OC(=O)c1cccc2ccccc12	0.9	-2	x	-15	-2.1	-0.6	0.4	-15	15	-2
CC(=O)c1c(C)[nH]c(C(=O)COC(=O)c2cc(C)oc2C)c1C	0.9	6	-3	-7	-0.8	0.0	0.3	-35	35	11
COc1cc(NC(=O)CSc2nnc3ccc(-c4ccncc4)nn23)cc(OC)c1	2.3	x	-3	2	-1.3	2.0	-1.4	x	x	2
COc1cc(CSC)nc(-c2ccccc2)n1	3.5	0	-11	-13	-1.1	5.4	0.8	13	-13	1
CSc1nc(C)c2c(c1C#N)CCCC2	5.0	-1	x	1	0.4	-3.2	-0.8	12	-12	7
Cc1csc(NC(=O)c2cccn2C)n1	1.4	0	x	-4	-0.8	-0.1	-0.1	16	-16	48
O=C(OCC(=O)c1c[nH]c2ccccc12)c1ccco1	2.6	0	7	-3	-0.4	5.9	0.6	-11	11	42
NNc1nc2c(-c3ccc(F)cc3)nnn2c2ccccc12	0.1	-5	39*	-9	-0.6	-0.9	-0.4	-21	21	43
COc1ccccc1OCC(=O)Nc1sc2c(c1C(N)=O)CCC2	0.5	-7	-2	2	-0.8	2.2	2.2	-39	39	89*
NS(=O)(=O)c1ccc(CCNC(=O)c2cccc([N+](=O)[O-])c2)cc1	0.8	-1	-1	6	-1.4	1.8	0.3	-12	12	2
NCCCC(=O)N1c2ccccc2Sc2ccccc21	0.4	x	-2	-21	-0.5	-1.2	0.0	-8	8	1
CCOC(=O)CN1C(=O)C(C)(C)Oc2ccc(C(=O)NC(C)(C)CC)cc21	-1.4	-7	x	6	-2.0	1.9	2.0	-15	15	x
O=C(CCn1[nH]c(=O)c2ccccc2c1=O)NCCO	0.4	-1	-2	-8	-1.5	1.8	0.7	2	-2	-11
Oc1ccc(-c2n[nH]c(=S)n2-c2ccc3c(c2)OCCO3)c(O)c1	3.4	-2	x	5	-0.6	0.2	-3.5	9	-9	4
Cc1cc(O)cc(=O)n1CCc1ccccc1	0.2	-13	0	-8	-1.0	-0.2	0.4	1	-1	x
COc1ccc(C(=O)NCCS(=O)(=O)N2CCc3ccccc3C2)c(OC)c1	3.5	-2	10	2	-0.1	-1.4	-0.7	5	-5	2
O=C(c1ccco1)N1CCN(Cc2c(F)cccc2Cl)CC1	1.2	-2	12	3	-0.7	2.0	1.5	-5	5	x
CCCC(=O)C1=C(O)C(C(=O)OC)C(C)(C)CC1=Nc1cccc([N+](=O)[O-])c1 (centres undefined)	2.3	1	-2	-15	-2.0	-2.2	-0.1	-29	29	x
CC(C)=CCN1CCN(Cc2cnc(N3CCCC3)s2)CC1CCO (centres undefined)	4.6	-1	0	-1	-0.4	-0.9	-1.9	42	-42	4
C/C(=N\NC(=O)c1ccc2ccccc2c1)c1cccnc1	3.3	5	16	-11	-2.5	0.1	1.6	22	-22	44
CCOc1ccc(C2c3c(oc4cc(C)c(C)cc4c3=O)C(=O)N2CCCN2CCOCC2)cc1 (centres undefined)	-1.4	-3	0	-1	-1.1	3.2	1.2	3	-3	-1
COc1ccc(NC(=O)/C(=C\c2ccccc2)NC(=O)c2ccco2)cc1	-2.5	x	-3	7	-0.3	2.9	0.0	x	x	14
O=C(N/N=C/c1ccccc1)C(=O)N/N=C/c1ccccc1	2.1	x	-1	-3	-1.3	3.8	0.9	x	x	12
COc1ccc(NC(=O)CSc2nnc(CNC(=O)c3ccco3)o2)cc1	6.2	-2	-2	7	-3.5	1.3	-0.3	-1	1	9
CC1CN(Cc2nc3c(c(=O)n(C)c(=O)n3C)n2Cc2ccccc2)CC(C)O1 (centres undefined)	2.3	-1	14	-3	-0.3	2.5	1.5	-6	6	x
CCOC(=O)N/N=C/c1cc(C)n(-c2ccccc2)c1C	2.1	1	11	-8	-2.1	-2.1	-0.3	-23	23	66
O=[N+]([O-])c1ccc(/C=N/N2CCN(c3ccncc3S(=O)(=O)N3CCCCC3)CC2)cc1	3.9	-5	-4	0	0.3	-1.2	-1.1	-12	12	-15
